TcdB inh: blocks C. difficile toxin B glycohydrolase activity. inhibition, % at 9.99 µM. TcdB glycohydrolase enzymatic assay, plate reader. 350,000 compounds, 0.24% hits. P18177. AID 652162; in the data active means inhibition above about 10%
Starred values were filed as active, the others as inactive. Some of the compounds tested (hit frequency here may not be typical).

SMILES	TcdB inh
C[C@H]1CN([C@@H](C)CO)C(=O)c2cc(-c3cccc(C#N)c3)cnc2O[C@@H]1CN(C)C	1.3
C[C@@H]1CN([C@@H](C)CO)C(=O)c2cc(NC(=O)c3ccccc3)ccc2O[C@@H](C)CCCCO[C@H]1CN(C)S(=O)(=O)c1ccc(Cl)cc1	-0.4
N#C[C@@H]1[C@H](c2ccccc2C2=CCCC2)[C@@H](CO)N1S(=O)(=O)c1ccccc1	-1.1
CCCN(C)C[C@H]1OCCCC[C@@H](C)Oc2ccc(NC(=O)NC(C)C)cc2C(=O)N([C@H](C)CO)C[C@@H]1C	-0.1
CNC[C@H]1Oc2cc(C#Cc3cccc(F)c3)ccc2S(=O)(=O)N([C@@H](C)CO)C[C@@H]1C	-2.3
CN1C(=O)c2cc(NC(=O)C3CCOCC3)ccc2OC[C@@H]2O[C@H](CC(=O)NCCc3ccncc3)CC[C@@H]21	1.1
COc1ccc2c3c(n(C)c2c1)[C@@H](CO)N(C(=O)Nc1ccc(F)cc1)CC31CN(C(=O)c2ccc3c(c2)OCO3)C1	0.2
O=C(C[C@@H]1C=C[C@@H](NS(=O)(=O)c2ccccc2F)[C@@H](CO)O1)NCCCN1CCOCC1	-0.2
C[C@H](CO)N1C[C@H](C)[C@H](CN(C)C(=O)Nc2ccc(F)cc2)Oc2ccc(NC(=O)C3CC3)cc2CC1=O	-3.2
COCCNC(=O)[C@H]1[C@H](CO)[C@H]2Cn3c(ccc(C4=CCCCC4)c3=O)[C@@H]1N2C(=O)C1CCCC1	0.0
Cc1ccc(S(=O)(=O)N[C@H]2C=C[C@H](CC(=O)N3CCC(Cc4ccccc4)CC3)O[C@@H]2CO)cc1	-1.9
Cc1ccc(S(=O)(=O)Nc2ccc3c(c2)CC(=O)N([C@H](C)CO)C[C@@H](C)[C@H](CN(C)Cc2ccc(C(=O)Nc4ccccc4N)cc2)O3)cc1	-0.1
Cc1noc(C)c1S(=O)(=O)Nc1ccc2c(c1)CC(=O)N([C@@H](C)CO)C[C@@H](C)[C@H](CN(C)C(=O)Nc1ccc(F)cc1)O2	0.6
O=C(Cc1cccnc1)N1CC(=O)N2[C@H](C1)[C@@H](c1ccc(/C=C/c3ccccc3)cc1)[C@@H]2CO	0.3
CCC(=O)Nc1ccc2c(c1)OC[C@@H](C)N(C(=O)CN1CCOCC1)C[C@@H](C)[C@H](OC)CN(C)C2=O	-1.5
O=C(C[C@@H]1C[C@@H]2c3cc(NC(=O)Nc4ccc(C(F)(F)F)cc4)ccc3O[C@@H]2[C@@H](CO)O1)NCc1ccc(Cl)cc1	-1.6
C[C@@H]1CCCCO[C@@H](CN(C)C(=O)Nc2ccc(F)cc2)[C@H](C)CN([C@H](C)CO)C(=O)c2cc(NS(=O)(=O)c3ccccc3)ccc2O1	-0.5
CCCNC(=O)Nc1ccc2c(c1)C(=O)N(C)C[C@H](OC)[C@H](C)CN(Cc1cncnc1)[C@@H](C)CO2	0.2
C[C@@H]1CN([C@@H](C)CO)C(=O)c2cc(NC(=O)Cn3cnnn3)ccc2O[C@H]1CN(C)S(C)(=O)=O	0.0
O=C(C[C@@H]1C[C@@H]2c3cc(NC(=O)c4ccc5c(c4)OCO5)ccc3O[C@@H]2[C@@H](CO)O1)NCC1CC1	0.2
C[C@@H]1CCCCO[C@H](CN(C)C(=O)CCC(F)(F)F)[C@@H](C)CN([C@H](C)CO)C(=O)c2cc(NC(=O)c3ccccc3)ccc2O1	1.0
Cc1ccccc1-c1ccc([C@H]2[C@H]3CN(C(=O)NC4CCCC4)CCCCN3[C@H]2CO)cc1	-0.3
C[C@@H]1CN([C@@H](C)CO)C(=O)c2cccc(NC(=O)Nc3cccc4ccccc34)c2O[C@H]1CN(C)CC1CC1	-2.1
C[C@H]1CN([C@@H](C)CO)S(=O)(=O)c2ccc(C3=CCCCC3)cc2O[C@H]1CN(C)Cc1ccncc1	1.1
O=C(Nc1cccc(Cl)c1)N[C@H]1CC[C@@H](CCNC(=O)C2CCCCC2)O[C@H]1CO	-0.3
CO[C@@H]1CN(C)C(=O)c2ccc(NC(=O)C3CCCC3)cc2OC[C@H](C)N(CCC(F)(F)F)C[C@@H]1C	0.9
C[C@@H]1CN([C@@H](C)CO)C(=O)c2cc(NC(=O)Cn3cnnn3)ccc2O[C@@H]1CN(C)S(=O)(=O)c1cn(C)cn1	-0.9
C[C@H]1CN([C@@H](C)CO)C(=O)c2cc(-c3ccc(C(=O)N(C)C)cc3)cnc2O[C@@H]1CN(C)C(=O)c1ccncc1	-0.4
C[C@@H]1CCCCO[C@@H](CN(C)S(=O)(=O)c2cn(C)cn2)[C@H](C)CN([C@@H](C)CO)C(=O)c2cc(NS(=O)(=O)c3cccs3)ccc2O1	-5.5
Cc1ccc(S(=O)(=O)N(C)C[C@@H]2OCCCC[C@@H](C)Oc3ccc(NC(=O)CCCN(C)C)cc3C(=O)N([C@@H](C)CO)C[C@H]2C)cc1	0.1
Cc1noc(C)c1S(=O)(=O)N(C)C[C@@H]1OCCCC[C@H](C)Oc2ccc(NC(=O)Nc3ccccc3)cc2C(=O)N([C@@H](C)CO)C[C@H]1C	0.8
[N-]=[N+]=Nc1ccccc1C[C@@]1(C(=O)NCCN2CCOCC2)N=C(c2ccc(OCCCO)cc2)O[C@@H]1c1ccccc1	-1.4
C[C@@H]1CN([C@@H](C)CO)C(=O)c2cc(NC(=O)Nc3cccc4ccccc34)ccc2O[C@@H](C)CCCCO[C@@H]1CN(C)S(=O)(=O)c1ccccc1	0.2
CC(C)NC(=O)Nc1ccc2c(c1)C(=O)N(C)[C@H]1CC[C@H](CC(=O)NCc3ccc(F)cc3)O[C@H]1CO2	1.1
C[C@@H]1CN([C@@H](C)CO)C(=O)c2cc(NC(=O)Nc3ccccc3)ccc2O[C@H]1CN(C)S(C)(=O)=O	0.9
COCCOC(=O)N1C(=O)[C@@]2(c3cc(C#Cc4ccc(OC)cc4)ccc31)[C@H](c1ccc(OCCO)cc1)N1[C@H](c3ccccc3)[C@H](c3ccccc3)OC(=O)[C@H]1[C@@H]2C(=O)N1CCN(c2ncccn2)CC1	0.0
O=S(=O)(NCC[C@@H]1CC[C@H](NS(=O)(=O)c2cccc(F)c2)[C@H](CO)O1)c1cccc(F)c1	-0.4
C/C=C/c1ccc([C@@H]2[C@@H](CO)N3C(=O)CN(C(=O)c4ccncc4)C[C@H]23)cc1	1.1
C[C@H]1CCCCO[C@@H](CN(C)CC2CCCCC2)[C@@H](C)CN([C@@H](C)CO)C(=O)c2cc(NS(C)(=O)=O)ccc2O1	-1.0
O=C(C[C@H]1C[C@@H]2c3cc(NC(=O)C4CCOCC4)ccc3O[C@@H]2[C@H](CO)O1)NCc1ccc(Cl)cc1	-0.4
C[C@@H]1CCCCO[C@@H](CN(C)S(=O)(=O)c2ccccc2)[C@H](C)CN([C@@H](C)CO)C(=O)c2cc(NC(=O)c3ccccc3)ccc2O1	0.3
CN(C)CC(=O)N1[C@H](CO)[C@H](c2ccc(/C=C/c3ccccc3)cc2)[C@@H]1C#N	0.0
Cc1ccc(S(=O)(=O)N(C)C[C@H]2OCCCC[C@@H](C)Oc3ccc(NC(=O)Nc4ccccc4)cc3C(=O)N([C@H](C)CO)C[C@@H]2C)cc1	0.9
O=C(NC1CCCCC1)[C@H]1[C@H](CO)[C@H]2Cn3c(cccc3=O)[C@@H]1N2CC1CCCC1	-0.1
COc1ccccc1C#Cc1ccc2c(c1)O[C@H](CN(C)Cc1cccnc1)[C@@H](C)CN([C@H](C)CO)S2(=O)=O	0.8
C[C@H](CO)N1C[C@H](C)[C@@H](CN(C)C)Oc2ncc(-c3cccc(C(=O)N(C)C)c3)cc2C1=O	0.6
CN1C(=O)c2cc(NC(=O)NC3CCCC3)ccc2OC[C@@H]2O[C@@H](CC(=O)NCC3CC3)CC[C@H]21	6.4
COCC(=O)N1CC(=O)N2[C@@H](CO)[C@H](c3ccc(C#Cc4cccc(OC)c4)cc3)[C@@H]2C1	-0.7
CO[C@@H]1CN(C)C(=O)c2cc(NC(=O)Nc3ccccc3F)ccc2OC[C@H](C)N(CCC(F)(F)F)C[C@H]1C	-0.6
CCCN1C[C@@H](C)[C@H](OC)CN(C)C(=O)c2cc(NC(=O)c3cccc(F)c3)ccc2OC[C@@H]1C	-0.3
CCS(=O)(=O)N1CC(=O)N2[C@H](CO)[C@@H](c3ccc(-c4cccc(F)c4)cc3)[C@@H]2C1	0.3
C[C@@H](NC(=O)C[C@H]1C=C[C@@H](NC(=O)C2CC2)[C@H](CO)O1)c1ccccc1	0.7
COc1ccc(S(=O)(=O)Nc2ccc3c(c2)C(=O)N([C@@H](C)CO)C[C@@H](C)[C@H](CN(C)S(=O)(=O)c2ccc(F)cc2)OCCCC[C@@H](C)O3)cc1	-0.6
COc1ccc(S(=O)(=O)N(C)C[C@@H]2Oc3ncc(-c4ccncc4)cc3C(=O)N([C@H](C)CO)C[C@H]2C)cc1	-1.1
CO[C@H]1CN(C)C(=O)c2ccc(NS(=O)(=O)c3ccc(Cl)cc3)cc2OC[C@H](C)N(C(=O)NC(C)C)C[C@@H]1C	0.0
C[C@H]1CN([C@@H](C)CO)C(=O)c2cc(NC(=O)Nc3cccc4ccccc34)ccc2O[C@@H]1CN(C)C(=O)Nc1ccccc1	-1.1
C[C@@H]1CN([C@@H](C)CO)C(=O)Cc2cc(NC(=O)Nc3ccccc3)ccc2O[C@@H]1CN(C)Cc1ccc(-c2ccccc2)cc1	0.5
C[C@@H]1CCCCO[C@@H](CN(C)C(=O)NC2CCCCC2)[C@H](C)CN([C@H](C)CO)C(=O)c2cc(NC(=O)Cc3ccccc3)ccc2O1	0.2
COc1ccc(S(=O)(=O)N(C)C[C@H]2Oc3c(NC(=O)Nc4cccc5ccccc45)cccc3C(=O)N([C@H](C)CO)C[C@@H]2C)cc1	0.2
O=C(C[C@H]1CC[C@H]2[C@@H](COC[C@@H](O)CN2C(=O)c2ccc(F)cc2)O1)NCc1cccc(F)c1	0.5

Reformatted with bars between the fields: part of the list above.
SMILES | TcdB inh
C[C@H]1CN([C@@H](C)CO)C(=O)c2cc(-c3cccc(C#N)c3)cnc2O[C@@H]1CN(C)C | 1.3
C[C@@H]1CN([C@@H](C)CO)C(=O)c2cc(NC(=O)c3ccccc3)ccc2O[C@@H](C)CCCCO[C@H]1CN(C)S(=O)(=O)c1ccc(Cl)cc1 | -0.4
N#C[C@@H]1[C@H](c2ccccc2C2=CCCC2)[C@@H](CO)N1S(=O)(=O)c1ccccc1 | -1.1
CCCN(C)C[C@H]1OCCCC[C@@H](C)Oc2ccc(NC(=O)NC(C)C)cc2C(=O)N([C@H](C)CO)C[C@@H]1C | -0.1
CNC[C@H]1Oc2cc(C#Cc3cccc(F)c3)ccc2S(=O)(=O)N([C@@H](C)CO)C[C@@H]1C | -2.3
CN1C(=O)c2cc(NC(=O)C3CCOCC3)ccc2OC[C@@H]2O[C@H](CC(=O)NCCc3ccncc3)CC[C@@H]21 | 1.1
COc1ccc2c3c(n(C)c2c1)[C@@H](CO)N(C(=O)Nc1ccc(F)cc1)CC31CN(C(=O)c2ccc3c(c2)OCO3)C1 | 0.2
O=C(C[C@@H]1C=C[C@@H](NS(=O)(=O)c2ccccc2F)[C@@H](CO)O1)NCCCN1CCOCC1 | -0.2
C[C@H](CO)N1C[C@H](C)[C@H](CN(C)C(=O)Nc2ccc(F)cc2)Oc2ccc(NC(=O)C3CC3)cc2CC1=O | -3.2
COCCNC(=O)[C@H]1[C@H](CO)[C@H]2Cn3c(ccc(C4=CCCCC4)c3=O)[C@@H]1N2C(=O)C1CCCC1 | 0.0
Cc1ccc(S(=O)(=O)N[C@H]2C=C[C@H](CC(=O)N3CCC(Cc4ccccc4)CC3)O[C@@H]2CO)cc1 | -1.9

Continuation:
SMILES	TcdB inh
O=C(Nc1cccc(F)c1)N[C@H]1CC[C@H](CCNS(=O)(=O)c2cccc(Cl)c2)O[C@H]1CO	-1.2
C[C@H](CO)N1C[C@H](C)[C@H](CN(C)Cc2cccnc2)Oc2cc(C#CC3CC3)ccc2S1(=O)=O	-1.2
C[C@@H]1CN([C@H](C)CO)C(=O)c2cc(C#CC3CC3)cnc2O[C@@H]1CN(C)C	0.6
Cc1ccc(S(=O)(=O)N[C@H]2CC[C@H](CCNC(=O)CN3CCOCC3)O[C@H]2CO)cc1	0.9
C[C@@H]1CCCCO[C@@H](CN(C)Cc2ccc(Cl)c(Cl)c2)[C@H](C)CN([C@H](C)CO)C(=O)c2cc(NC(=O)Nc3cccc4ccccc34)ccc2O1	-0.9
C[C@H](CO)N1C[C@H](C)[C@H](CN(C)S(=O)(=O)c2cn(C)cn2)Oc2ccc(NC(=O)Nc3ccc(C(F)(F)F)cc3)cc2C1=O	0.2
COCC(=O)Nc1ccc2c(c1)OC[C@@H](C)N(C)C[C@@H](C)[C@@H](OC)CN(C)C2=O	0.3
C[C@H](O)C#Cc1ccc2c(c1)O[C@H](CN(C)C(=O)CC1CC1)[C@@H](C)CN([C@H](C)CO)S2(=O)=O	0.6
C/C=C/c1ccc2c(c1)O[C@@H](CN(C)Cc1ccc(C(=O)O)cc1)[C@H](C)CN([C@H](C)CO)S2(=O)=O	-1.7
C[C@@H]1CCCCO[C@H](CN(C)S(=O)(=O)c2ccc(F)cc2)[C@H](C)CN([C@H](C)CO)C(=O)c2cc(N(C)C)ccc2O1	-14
C[C@@H]1CCCCO[C@H](CN(C)Cc2ccc3c(c2)OCO3)[C@H](C)CN([C@H](C)CO)C(=O)c2cc(NC(=O)CCC(F)(F)F)ccc2O1	0.5
Cc1noc(C)c1NC(=O)Nc1ccc2c(c1)CC(=O)N([C@H](C)CO)C[C@H](C)[C@@H](CN(C)Cc1ccc(-c3ccccc3)cc1)O2	0.2
CNC[C@H]1OCCCC[C@@H](C)Oc2ccc(NC(=O)C3CCCCC3)cc2C(=O)N([C@H](C)CO)C[C@@H]1C	0.3
COc1ccc(CN(C)C[C@@H]2Oc3ccc(NC(=O)NC4CCCCC4)cc3CC(=O)N([C@H](C)CO)C[C@H]2C)cc1	-0.9
O=C(c1cnccn1)N1CC(=O)N2[C@H](C1)[C@@H](c1ccc(-c3ccccc3)cc1)[C@@H]2CO	0.5
CCCC#Cc1cnc2c(c1)C(=O)N([C@@H](C)CO)C[C@@H](C)[C@H](CN(C)S(=O)(=O)c1ccccc1)O2	2.3
O=C(C[C@@H]1CC[C@H]2[C@@H](COC[C@@H](O)CN2Cc2nccs2)O1)N1CCC(Cc2ccccc2)CC1	0.1

Screening data deposited in PubChem by Broad Institute.
